High-throughput results as filed in PubChem.
MrgX1 allo act – human MrgX1 positive allosteric modulation, primary screen; MrgX1-HEK293, Fluo-4 calcium flux, FDSS; hits give high values; B-score at 10 µM; 310,000 tested, 0.63% active; AID 588675;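 active means plate-corrected calcium response at least 3 library SD above typical, normal starting fluorescence, not activating the receptor alone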;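 further: compound read alongside a low EC10 to EC30 dose of BAM8-22 agonist; peak minus trough fluorescence over baseline measured at the second addition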
KCNK3 inh – human KCNK3 channel inhibition, primary screen | B-score at 10 µM | O14649 | AID 602410 | CHO-KCNK3 thallium flux, FluxOR fluorescence; hits give low values | 340,000 tested, 0.84% active;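 active means B-score under library mean minus 4 SD, starting fluorescence ratio at most library mean plus 5 SD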;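 further: more negative B-score means stronger inhibition of thallium flux through KCNK3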
Target sequence (O14649 whole entry, looked up): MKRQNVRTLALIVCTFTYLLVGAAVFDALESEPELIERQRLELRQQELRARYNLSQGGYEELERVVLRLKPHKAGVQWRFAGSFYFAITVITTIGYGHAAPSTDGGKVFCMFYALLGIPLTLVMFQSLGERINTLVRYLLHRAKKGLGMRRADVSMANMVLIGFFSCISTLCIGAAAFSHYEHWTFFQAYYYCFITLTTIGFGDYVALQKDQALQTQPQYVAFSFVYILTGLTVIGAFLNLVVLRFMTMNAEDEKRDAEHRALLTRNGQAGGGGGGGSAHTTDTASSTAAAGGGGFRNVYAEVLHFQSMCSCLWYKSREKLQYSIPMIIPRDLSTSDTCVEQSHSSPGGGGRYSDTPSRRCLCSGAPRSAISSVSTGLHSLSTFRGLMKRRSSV
RGS4 pot – RGS4 potentiation or activation; HEK293 M3R/inducible RGS4, carbachol calcium flux Fluo4; hits give low values; B-score at 10 µM; 310,000 tested, 0.92% active; AID 463111;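 active means B-score of the integrated calcium signal more than 4 SD below the library mean, with starting fluorescence not abnormally high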;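 further: negative B-score means reduced calcium response which marks RGS4 activation or potentiation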
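System – HEK293 FlpIn-TREx cells, stable M3R, doxycycline-inducible RGS4 · Reagent – ECmax carbachol challenge · Times – compound preincubation 20 min at room temperature before agonist · Technique – Fluo4 fluorescence kinetic imaging of calcium · Measure – B score of integrated Fluo4 ratio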
KCNQ1 pot – human KCNQ1 channel potentiation or activation | P51787 | CHO-K1 KCNQ1, thallium flux FluxOR fluorescence; hits give high values | B-score at 10 µM | 310,000 tested, 0.35% active;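 active means fluorescence ratio B-score, a plate-corrected score, at least three library SD, with initial intensity B-score within 5 SD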
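Assay system: CHO-K1 cells stably expressing KCNQ1; Medium: assay buffer with matched DMSO; Also added: K+/Tl+ depolarizing stimulus; Dosing: single dose; Timing: dye 90 min, compound 20 min, room temperature; Measured by: kinetic FluxOR thallium fluorescence, 10-s 1-Hz baseline, 110-s post-stimulus read; Read-out: peak-minus-minimum fluorescence over initial fluorescence, negative-control normalized, B-scored.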
RGS4 block – human RGS4 inhibition | P49798 | HEK293 M3R/RGS4 inducible, Fluo-4 calcium flux; hits give high values; triggered by carbachol at its EC20 | B-score at 10 µM | 310,000 tested, 0.45% active;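 active means B-score, a plate-corrected calcium signal, over three deviations above library mean, with baseline fluorescence within five deviations of library mean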;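 further: RGS4 expression induced by doxycycline in cells with stable M3 receptor; B-score is computed from the integrated fluorescence ratio over baseline after carbachol; higher B-score means a larger calcium signal and so more RGS4 inhibition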
Target sequence (P49798 whole entry, looked up): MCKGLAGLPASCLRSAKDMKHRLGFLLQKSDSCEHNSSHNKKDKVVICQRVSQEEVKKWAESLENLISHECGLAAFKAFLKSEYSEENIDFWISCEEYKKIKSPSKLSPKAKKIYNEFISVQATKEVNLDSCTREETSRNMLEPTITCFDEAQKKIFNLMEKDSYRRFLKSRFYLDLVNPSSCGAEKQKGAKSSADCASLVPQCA
KCNQ1 inh – blocks the human KCNQ1 potassium channel. P51787. CHO-K1 KCNQ1, FluxOR thallium flux fluorescence; hits give high values. B-score at 10 µM. 310,000 tested, 1.3% active. AID 2642;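 active means compounds whose thallium flux B-score, printed positive for inhibition, exceeds three library SD while starting fluorescence stays within three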;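 further: channel opened by potassium depolarization with thallium stimulus after 20 min compound exposure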
MrgX1 ag – agonists of human MrgX1 receptor | 310,000 tested, 0.44% active | MrgX1-HEK293 cells, Fluo-4 calcium fluorescence, agonist mode; hits give high values | B-score at 10 µM | Q96LB2;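 active means calcium response B-score plate-corrected fluorescence ratio at least 3 library SD, with starting fluorescence B-score inside 5 SD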
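System: HEK293 cells stably expressing human MrgX1 receptor; Dosing: test compound in the initial addition of three; Schedule: overnight plating, then 30 min 37 °C plus 30 min room-temperature dye loading; Detection: kinetic calcium dye fluorescence, Fluo-4 NW; Controls: per-plate positive and negative controls for Z′ factor.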
ANO1 block – inhibitors of mouse TMEM16A calcium-activated chloride channel; normalized B-score (activity score, 25-100; higher = stronger inhibition) at 10 µM; HEK293 TMEM16A/YFP iodide influx fluorescence, ionomycin; 310,000 tested, 1.2% active;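 active means ratio plate-corrected score three or more library SD toward inhibition, starting fluorescence score within five deviations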;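 further: score derived from kinetic fluorescence span divided by baseline fluorescence per well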
hERG rescue – compounds protecting human hERG from proarrhythmic drug block; 310,000 tested, 0.51% active; Q12809; CHO-hERG, FluxOR thallium flux, dofetilide IC70 present; activation (rescue from dofetilide block), less the hit threshold, % at 10 µM;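 active means activation above the mean of controls blocked by dofetilide plus 5 SD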;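 further: thallium influx through hERG after potassium depolarization seen as dye fluorescence rise; in these data hits start at about 4.7%; inactives centre near -7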
KCNK9 block – human KCNK9 channel inhibition. Q9NPC2. HEK293 KCNK9, FluxOR thallium flux fluorescence; hits give low values. B-score at 10 µM. 310,000 tested, 1.2% active. AID 488922;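 active means ratio B-score over 3 SD below the library mean, with starting fluorescence within 5 SD of its mean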;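 further: negative B-score means less thallium flux so channel inhibition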
Target sequence (Q9NPC2 whole entry, looked up): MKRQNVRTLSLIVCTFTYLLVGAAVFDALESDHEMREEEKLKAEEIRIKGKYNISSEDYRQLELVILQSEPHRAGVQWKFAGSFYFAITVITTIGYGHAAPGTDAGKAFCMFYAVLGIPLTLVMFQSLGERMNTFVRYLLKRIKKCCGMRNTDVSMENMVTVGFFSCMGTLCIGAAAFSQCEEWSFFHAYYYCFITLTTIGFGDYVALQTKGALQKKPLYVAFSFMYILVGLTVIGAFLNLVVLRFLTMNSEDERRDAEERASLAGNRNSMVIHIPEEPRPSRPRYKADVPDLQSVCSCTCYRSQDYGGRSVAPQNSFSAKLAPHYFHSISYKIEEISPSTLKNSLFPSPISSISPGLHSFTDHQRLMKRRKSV
TMEM16A act – activates or potentiates the mouse TMEM16A chloride channel; HEK293 TMEM16A/YFP-H148Q/I152L, iodide quench fluorescence; hits give low values; B-score at 10 µM; 340,000 tested, 0.3% active;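 active means fluorescence-ratio B-score plate-corrected deviation score at least 3 library SD below zero, with starting fluorescence score within 5 deviations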;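 further: channel opened by trigger with iodide after compound preincubation; score built on the fluorescence ratio of max minus min over baseline; more negative score means more quench and so TMEM16A activation or potentiation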
Numbers without * were called inactive; i = inactive; . = not tested or not shown; & = joins results of further samples.

Below each SMILES – MrgX1 allo act, KCNK3 inh, RGS4 pot, KCNQ1 pot, RGS4 block, KCNQ1 inh, MrgX1 ag, ANO1 block, hERG rescue, KCNK9 block, TMEM16A act
- COc1ccc(/C=N/NC(=O)c2ccc3ccccc3c2)cc1OS(=O)(=O)c1ccc(NC(C)=O)cc1
→ i, i, -9.32*, i, i, i, i, i, -7.6, i, i
- O=C(Oc1ccc2c(=O)c(Cl)coc2c1)c1cccnc1
→ i, i, i, i, i, i, i, i, -13.2, i, i
- Cc1ccc(S(=O)(=O)N(CC(O)CN2CCOCC2)c2cc(Cl)ccc2Cl)cc1 (stereo not drawn)
→ i, i, i, i, i, i, i, i, -1.7, i, i
- Cc1ccc(-c2ccc(/C=C/C(=O)c3ccccc3)o2)cc1
→ i, i, i, i, i, i, i, i, -13.9, i, i
- CCOC(=O)c1nc(Nc2ccc(C(C)=O)cc2)c2ccccc2n1
→ i, i, i, i, i, i, i, i, -12.3, i, i
- OCC[C@H]1C[C@H](O)[C@@H](O)[C@]2(Cc3ccccc3CCO2)O1
→ i, i, ., ., ., ., i, i, ., ., i
- Cc1ccc(S(=O)(=O)N/N=c2\oc3ccccc3cc2C(=O)Nc2cccc(C)c2)cc1
→ i, ., i, i, i, i, i, i, -4.0, i, .
- Fc1ccc(-c2n[nH]c(=S)n2-c2ccc3c(c2)OCCO3)cc1
→ i, i, i, i, i, i, i, i, -2.2, i, i
- CCOP(=O)(c1ccccc1)C(O)c1ccc(F)cc1 (stereo not drawn)
→ i, i, i, i, i, i, i, i, -3.0, i, i
- O=C1C2C3C=CC(C3)C2C(=O)N1Nc1c(Cl)cc(Cl)cc1Cl (stereo not drawn)
→ i, i, i, i, i, i, i, i, -7.2, i, i
- CC[C@]1(O)CC2CN(CCc3c([nH]c4ccccc34)[C@@](C(=O)OC)(c3cc4c(cc3OC)N(C=O)[C@H]3[C@@](O)(C(=O)OC)[C@H](OC(C)=O)[C@]5(CC)C=CCN6CC[C@]43[C@@H]65)C2)C1 (stereo partly drawn)
→ i, i, i, i, i, i, i, i, -4.0, i, i
- COc1cccc(NC(=O)C2CCN(Cc3cnn(-c4ccccc4)c3-n3cccc3)CC2)c1
→ i, i, i, i, i, i, i, 25*, -9.9, i, i
- C=C(C)c1cccc(C(C)(C)NC(=O)NC(c2ccccc2)c2ccc(OC)cc2)c1 (stereo not drawn)
→ i, i, i, i, i, i, i, i, -14.2, i, i
- COc1ccc(CNC(=O)c2cc3c(=O)n4ccccc4nc3n(Cc3cccnc3)c2=N)cc1
→ i, i, i, i, i, i, i, i, -10.9, i, i
- COc1ccc(Cl)cc1N1C(=O)[C@@H]2C(c3cccc(OC)c3OC)=NO[C@@H]2C1=O
→ i, i, i, i, i, i, i, i, -9.2, i, i
- COCCNC(=O)CCC1CCN(C/C=C/c2ccccc2OC)CC1
→ i, i, i, i, i, i, i, i, -2.0, i, i
- Nc1ccccc1C#Cc1ccccc1
→ i, i, i, i, i, i, i, i, -3.7, i, i
- Cc1cc(C(=O)O)ccc1-c1ccc(/C=C2\NC(=O)N(Cc3ccc(F)cc3)C2=O)o1
→ i, i, i, i, i, i, i, i, -7.2, i, i
- CC(C)(C)c1ccc(OCCC(=O)OCC(=O)N2c3ccccc3NC(=O)C2(C)C)cc1
→ i, i, i, i, i, 7*, i, i, -31.9, i, i
- CC(C)(C)c1cc(NC(=O)C2CCCO2)no1 (stereo not drawn)
→ i, i, i, i, i, i, i, i, -9.3, i, i
- O=C(NCc1ccc2c(c1)OCO2)c1ccccc1
→ i, i, i, i, i, i, i, i, -6.4, i, i
- Cc1cc(C)nc(SCc2ccc(C(=O)N/N=C/c3ccco3)cc2)n1
→ i, i, i, i, i, i, i, i, -7.6, i, i
- CS(=O)(=O)Nc1ccccc1C(=O)N1CCCC1
→ i, i, i, i, i, i, i, i, 0.3, i, i
- CC(=O)C1=NOC2C(=O)N(c3ccccc3)C(=O)C12 (stereo not drawn)
→ i, i, i, i, i, i, i, i, -7.0, i, i
- COC(=O)c1ccc(N/C(=N/S(=O)(=O)c2ccccc2)c2ccccc2)cc1
→ i, i, i, i, i, i, i, i, -13.3, i, i
- CCOc1ccc(S(=O)(=O)N(C)c2ccc(OCC(=O)N3CCOCC3)cc2)cc1
→ i, i, i, i, i, i, i, i, -10.6, i, i
- O=C(CSc1nnc(-c2n[nH]c3ccccc23)n1-c1ccccc1)Nc1cccc(Cl)c1
→ i, i, i, i, i, i, i, i, -6.4, i, i
- O=C(NCc1ccco1)c1ccc2c(c1)S(=O)(=O)c1ccccc1C2=O
→ i, i, i, i, i, i, i, i, -8.5, i, i
- O=C(CCl)NNc1cccc(Cl)n1
→ i, i, i, i, i, i, i, i, -2.5, i, i
- COC(=O)c1ccc(COC(=O)CNS(=O)(=O)c2ccccc2)cc1
→ i, i, i, i, i, i, i, i, -6.8, i, i
- CC1CCN(C(=O)Cn2c3ccccc3c3nc4n(c(=O)c32)CCCS4)CC1
→ i, i, i, i, i, i, i, i, -6.4, i, i
- CSc1ccccc1OCc1cc(C(=O)N2CCN(C3CCCC3)C(=O)C2)no1
→ i, i, i, i, i, i, i, i, -10.9, i, i
- Cc1ccc(C(C)C)c(OCc2n[nH]c(=S)o2)c1
→ i, i, i, 8*, i, i, i, i, -2.3, i, i
- NC(=O)c1ccc(NC(=O)COC(=O)CCSc2ccccc2)cc1
→ i, i, i, i, i, i, i, i, -13.3, i, i
- c1ccc(-n2nnc3ccccc32)nc1
→ i, i, i, i, i, i, i, i, -7.1, i, i
- Cc1ccc(C)c(N2CCN(C(=O)C3CCCN(S(=O)(=O)c4c(C)noc4C)C3)CC2)c1 (stereo not drawn)
→ i, i, ., ., ., ., i, i, ., ., i
- CCCc1c(C)c2c(C)[nH]nc2oc1=O
→ i, i, i, i, i, i, i, i, -3.9, i, i
- Cc1noc(C)c1COc1ccccc1C(=O)N(C)CC(=O)Nc1cccc(F)c1
→ i, i, i, i, i, i, i, i, -4.0, i, i
- CN1CCN(Cc2nc3c(c(=O)n(C)c(=O)n3C)n2CCCc2ccccc2)CC1
→ i, i, i, i, i, i, i, i, -14.1, i, i
- O=C(COC(=O)c1cc(=O)[nH]c2ccccc12)Nc1nccs1
→ i, i, i, i, i, i, i, i, -5.2, i, i
- CC1CCN(CCCn2c(=S)[nH]c3c(sc4ccccc43)c2=O)CC1
→ i, i, i, i, i, i, i, i, -1.7, i, i
- CS(=O)(=O)c1ccc2nc(NC(=O)C3CCCO3)sc2c1 (stereo not drawn)
→ i, i, i, i, i, i, i, i, -15.4, i, i
- O=C(Nc1cccc(Cl)c1)O/N=C\c1ccncc1
→ i, i, i, i, i, i, i, i, -12.2, i, i
- O=C1C2CC=C(Cl)CC2C(=O)N1CCN1CCOCC1 (stereo not drawn)
→ i, i, i, i, i, i, i, i, -7.4, i, i
- c1ccc(-c2nc3cnccn3c2Nc2ccc3c(c2)OCCO3)cc1
→ i, i, i, i, i, i, i, i, -10.1, i, i
- NC(=O)Cn1c(=O)n(Cc2ccccc2)c(=O)c2cccnc21
→ i, i, i, i, i, i, i, i, -2.2, i, i
- Cc1cc(=O)[nH]c(SCCCOc2ccc(F)cc2)n1
→ i, i, i, i, i, i, i, i, -8.6, i, i
- COc1ccccc1OCC(=O)O
→ i, i, i, i, i, i, i, i, -3.4&-12.6, i, i
- CCc1nc(SCC(=O)Nc2ccc(C(=O)O)cc2)n[nH]1
→ i, i, i, i, i, i, i, i, -10.6, i, i
- COCCN(C(=O)CNC(=O)c1ccco1)C(C(=O)NC1CCCCC1)c1cccs1 (stereo not drawn)
→ i, i, i, i, i, i, i, i, -5.0, i, i

Continuation:
Below each SMILES – MrgX1 allo act, KCNK3 inh, RGS4 pot, KCNQ1 pot, RGS4 block, KCNQ1 inh, MrgX1 ag, ANO1 block, hERG rescue, KCNK9 block, TMEM16A act
- CN(Cc1nc(-c2cnccn2)no1)CC1(c2ccccc2)CC1(C)C (stereo not drawn)
→ i, i, i, i, i, i, i, i, -7.7, i, i
- CC(OC(=O)CCC(=O)N1CCN(S(=O)(=O)c2ccc3ccccc3c2)CC1)C(=O)NC(N)=O (stereo not drawn)
→ i, i, i, i, i, i, i, i, -4.0, i, i
- CCOC(=O)CSc1nnc(-c2cccnc2)o1
→ i, i, i, i, i, i, i, i, -2.4, i, i
- COc1cc(-c2nnc(COc3ccc(Cl)cc3C)o2)cc(OC)c1OC
→ i, i, i, i, i, i, i, i, -8.3, i, .
- COc1ccc(O)c(-c2cc(-c3ccccc3Cl)[nH]n2)c1
→ i, i, i, i, i, i, i, i, -9.4, i, i
- COc1ccccc1C(=O)NCC(=O)OCC(=O)Nc1cccc(S(=O)(=O)N(C)C)c1
→ i, i, i, i, i, i, i, i, -5.3, i, i
- CCN1CCN(CCC(=O)Nc2cc(C)ccc2C)CC1
→ i, i, i, i, i, i, i, i, -15.2, i, i
- CCCCc1nc2n[nH]c(N)c2c2c1CCCC2
→ i, i, i, i, i, i, i, i, -3.7, i, i
- C[C@H](NC(=O)c1nc[nH]c1C(=O)NC(c1ccccc1)c1ccccc1)C(=O)OC(C)(C)C
→ i, i, i, i, i, i, i, i, -9.0, -6.97*, i
- COc1ccc(NC(=O)CSc2nnc(-c3ccc(C)cc3)n2N)cc1
→ i, i, i, i, i, i, i, i, -10.3, i, i
- N#C/C(=C\C=C\c1ccccc1)C(=O)Nc1ccccc1
→ i, i, i, i, i, i, i, i, -5.7, i, i
- Cc1ccc(NC(=O)c2cccc(C(=O)OC(C)C)n2)c(Br)c1
→ i, i, i, i, i, i, i, i, -8.4, i, i
- CC(C)c1nc2c(s1)CCc1onc(-c3ccc(Cl)cc3)c1-2
→ i, i, i, i, i, i, i, i, -17.1, i, i
- O=C1CC(c2cccc(Oc3ccccc3)c2)NC(=O)N1 (stereo not drawn)
→ i, i, i, i, i, i, i, i, -12.6, i, i
- Brc1ccc2oc3c(N4CCOCC4)ncnc3c2c1
→ ., i, i, i, i, i, ., ., -2.7, i, i
- CC(=O)N1CCc2cc(Br)cc(S(=O)(=O)N3CCCCCC3)c21
→ i, i, i, i, i, i, i, i, -11.9, i, i
